Compound activity: PubChem, National Center for Advancing Translational Sciences (NCATS)
FLuc counter: counter-screen for miR-21 project: firefly luciferase inhibitors or activators. P08659. purified FLuc, Km substrates, luminescence inhibition. Potency, µM (titrated, usually from 57.5 µM), inactives show at the top dose activity change, negative = inhibition, usual class: inhibitors. hit rate 6.9% among 360,000. AID 588342;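 note: potency is the fitted concentration of half-maximal effect; plate controls were vehicle for no effect and reference inhibitor for full effect; nearly all actives have a fitted effect of over 55% in size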
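Purified P. pyralis luciferase (10nM final) with 10uM D-luciferin and 10uM ATP (Km levels) in 50mM Tris acetate pH 7.5, 10mM Mg acetate, 0.01% Tween-20, 0.05% BSA; qHTS 6-point titration, ~60 µM downward; luminescence read.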
RORgamma inh: inhibitors of mouse ROR gamma transcriptional activity; P51450; Drosophila S2 Gal4-RORgamma UAS-luciferase reporter, 20 h; Potency, µM (doses to about 53.6 µM), for inactives: top-dose activity change, negative = inhibition, actives largely listed as inhibitors; hit rate 5.4% among 310,000; AID 2551; note: potency is the fitted concentration of half-maximal effect; % is set by controls: 0 for no effect and ±100 for the full control effect; nearly all actives have a fitted effect of over 60% in size
Target sequence (P51450 whole entry, looked up, the tested form may be a part): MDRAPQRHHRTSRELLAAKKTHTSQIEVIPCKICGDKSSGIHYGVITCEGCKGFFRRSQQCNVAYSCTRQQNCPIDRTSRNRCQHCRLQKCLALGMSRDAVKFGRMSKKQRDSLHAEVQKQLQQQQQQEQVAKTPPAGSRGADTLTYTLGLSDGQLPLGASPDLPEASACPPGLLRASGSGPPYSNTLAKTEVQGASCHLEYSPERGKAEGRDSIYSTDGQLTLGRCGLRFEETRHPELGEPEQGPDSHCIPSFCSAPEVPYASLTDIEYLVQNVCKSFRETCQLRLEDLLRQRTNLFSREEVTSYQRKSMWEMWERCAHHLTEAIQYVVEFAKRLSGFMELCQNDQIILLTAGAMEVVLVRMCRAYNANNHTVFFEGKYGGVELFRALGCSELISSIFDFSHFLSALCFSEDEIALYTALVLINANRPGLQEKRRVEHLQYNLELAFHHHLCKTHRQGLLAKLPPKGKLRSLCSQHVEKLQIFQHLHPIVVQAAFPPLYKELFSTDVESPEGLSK
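In this cell-based reporter format, copper sulfate (700 uM final) drives Gal4–ROR gamma fusion expression from a metallothionein promoter in Drosophila Schneider cells; compounds preincubated 1 hr, reporter read after 20 hr at ambient temperature.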
Gal4-VP16 FLuc: Gal4-VP16 reporter inhibition counter-screen; Drosophila S2 Gal4-VP16 UAS-luciferase, luminescence, 20 h; Potency, µM (series often up to 53.6 µM), for the others: at the top dose activity, negative = inhibition, most hits filed as inhibitors; hit rate 3.5% among 310,000; AID 2546;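 note: Gal4-VP16 expression switched on by copper sulfate through the metallothionein promoter; potency is the fitted concentration of half-maximal effect; % is set by controls: 0 for no effect and ±100 for the full control effect; nearly all actives have a fitted effect of over 50% in size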
MBNL1-CUG inh: inhibitors of human MBNL1 binding to CUG repeat RNA. AID 2675. TR-FRET MBNL1-His/biotin-(CUG)12 binding, 665/545 ratio. hit rate 0.036% among 280,000. Potency, µM (doses to about 57.5 µM), for inactives: top-dose activity change, negative = inhibition, most hits filed as inhibitors; active = well fitted inhibition curve with a large enough effect in the signal ratio, with a control signal flat, not every such curve was filed as active; inconclusive = small, poorly fitted or top-dose-only effect, or effect the other way, or a change in a side signal; inactive = no such curve, though single readings can be large or run the other way; the % refers to the signal ratio; note: potency is the fitted concentration of half-maximal effect; % is set by controls: 0 for no effect and ±100 for the full control effect
Target sequence (Q9NR56 whole entry, looked up): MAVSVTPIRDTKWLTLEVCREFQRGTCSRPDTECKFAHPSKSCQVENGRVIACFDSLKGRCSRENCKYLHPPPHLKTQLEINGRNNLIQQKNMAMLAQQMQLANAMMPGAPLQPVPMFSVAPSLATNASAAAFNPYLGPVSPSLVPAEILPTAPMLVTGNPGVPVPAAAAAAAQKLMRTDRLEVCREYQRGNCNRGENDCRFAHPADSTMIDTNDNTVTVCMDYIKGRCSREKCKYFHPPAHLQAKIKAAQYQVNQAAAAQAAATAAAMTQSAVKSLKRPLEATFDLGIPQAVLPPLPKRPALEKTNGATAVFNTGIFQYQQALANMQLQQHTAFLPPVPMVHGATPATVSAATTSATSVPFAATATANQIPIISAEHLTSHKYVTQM
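Compounds (final 92 nM to 58 uM) are added to His-tagged MBNL1 and biotin-(CUG)12, then terbium anti-His antibody and streptavidin-XL665 (5 nM final). After 60 min at room temperature, the 665/545 nm ratio is read.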
Menin-MLL TR inh: menin-MLL binding inhibition, Texas Red mutant peptide; O00255; Menin + Texas Red MLL mutant peptide, fluorescence polarization; Potency, µM (highest dose often 61.6 µM), for inactives: at the top dose FP activity change, negative = inhibition, actives largely listed as inhibitors; hit rate 0.23% among 270,000; active = well fitted inhibition curve with a large enough effect in the polarisation, with a control signal flat, not every such curve was filed as active; inconclusive = small, poorly fitted or top-dose-only effect, or effect the other way, or a change in a side signal; inactive = no such curve, though single readings can be large or run the other way; the % refers to the polarisation; note: potency is the fitted concentration of half-maximal effect; % of control where 0% means no effect; many of its hits are not listed in these tables
PKM2 act: activators of human pyruvate kinase M2; AID 1631; P14618; Potency, µM (highest dose often 57.5 µM), without a hit: at the top dose activation, usual class: activators; hit rate 0.34% among 260,000; purified PKM2, Kinase-Glo ATP luminescence, activation; response scale: 0% is enzyme alone, no compound; note: potency is the fitted concentration of half-maximal effect; % is set by controls: 0 for no effect and ±100 for the full control effect; nearly all actives have a fitted effect of over 55% in size
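Purified hPK-M2 (>95% pure) converted ADP (0.1 mM final) to ATP with 0.5 mM PEP in 50 mM imidazole pH7.2, KCl, MgCl2, Tween 20, BSA; 1 h at room temperature. ATP detected by Kinase-Glo luminescence.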
NPC1 prom act: activates the NPC1 promoter. Huh7 NPC1 promoter luciferase reporter, 24 h. Potency, µM (titrated, usually from 9.22 µM), inactives show at the top dose activation, usual class: activators. hit rate 2.4% among 320,000;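 note: potency is the fitted concentration of half-maximal effect; % of control where 0% means no effect; nearly all actives have a fitted effect of over 60% in size; reporter is driven by a mutant NPC1 promoter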
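Luminescence read-out of NPC1 promoter-driven luciferase in stably transfected Huh7 cells; compounds delivered in DMSO and left 24 h at 37C, 5% CO2, qHTS titration format.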
ELG1 DNA repair: blocks ELG1-dependent DNA repair in HEK293T cells | HEK293T ELG1-luciferase reporter, luminescence, 16 h; DNA damage induced by 5-fluorouridine | Potency, µM (highest dose often 46.1 µM), inactives show at the highest dose activity change, negative = inhibition, actives largely listed as inhibitors | hit rate 2.3% among 330,000; note: potency is the fitted concentration of half-maximal effect; % is set by controls: 0 for no effect and ±100 for the full control effect; nearly all actives have a fitted effect of over 55% in size
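HEK293T cells expressing luciferase-tagged ELG1 (2,000/well) received 5-Fluorouridine plus compound or DMSO for 16 hr at 37 °C. Luciferase was read by ONE-Glo luminescence after 30 min at room temperature.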
Rab9 prom act: Rab9 promoter activation | Huh7 Rab9 promoter-luciferase reporter, luminescence, 24 h | Potency, µM (highest dose often 9.22 µM), for the others: at the top dose activation, negative = inhibition, usual class: activators | hit rate 2.8% among 320,000; note: potency is the fitted concentration of half-maximal effect; % of control where 0% means no effect; nearly all actives have a fitted effect of over 60% in size
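Stable Rab9-luc Huh7, 1500 cells/well, 2 h settle; cmpd in DMSO, 24 h, 37 °C/5% CO2; luciferase reagent 10 min RT; luminescence.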
Mito fusion act: blocks mitochondrial division or promotes mitochondrial fusion; Potency, µM (highest dose often 46.1 µM), for the others: top-dose growth rescue (activation), most hits filed as activators; S. cerevisiae fusion-defective mutant growth rescue, CellTiterGlo 48 h; AID 485298; hit rate 0.23% among 320,000;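 note: potency is the fitted concentration of half-maximal effect; % of control where 0% means no effect; nearly all actives have a fitted effect of over 45% in size; temperature-sensitive fusion mutants such as fzo1-1 at 37 °C on non-fermentable ethanol glycerol medium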
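Temperature-sensitive fusion-defective S. cerevisiae (e.g. fzo1-1, mgm1-5) were grown with compound in YPEG medium (3% ethanol, 3% glycerol) for 48 hours at 37C. Growth rescue was measured as viability by CellTiterGlo luminescence after 10 minutes at ambient.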
KCNH2 3.1 inh: inhibitors of human KCNH2 3.1 potassium channel isoform | U2OS KCNH2 3.1, thallium flux FluxOr; hits give low values | activity change, % (tested at about 1.8 µM) | hit rate 0.95% among 340,000;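 active = maximum activity change below -70%; inconclusive = maximum activity change from -70% to -50%; inactive = maximum activity change above -50%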;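 note: thallium influx rate constant from kinetic fluorescence after stimulation buffer; % is set by controls: 0 for no effect and ±100 for the full control effect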
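Measured as rate of thallium-driven FluxOr signal in transduced U2OS cells carrying the 3.1 channel, read kinetically for 2 min upon stimulation; values are rate constants scaled to DMSO control wells.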
* hit, by the source's call; ? = inconclusive; . = no result given; [ ] = remark or other dose. Unless noted, calls come from the whole dose curve; as a rule, active = well fitted curve in the direction sought with a large enough effect; inconclusive = small, poorly fitted or top-dose-only effect, or another doubt; inactive = no such curve, though single readings can be large; an effect the other way counts as inactive or inconclusive.

SMILES	FLuc counter	RORgamma inh	Gal4-VP16 FLuc	MBNL1-CUG inh	Menin-MLL TR inh	PKM2 act	NPC1 prom act	ELG1 DNA repair	Rab9 prom act	Mito fusion act	KCNH2 3.1 inh
NS(=O)(=O)c1ccc(CNC(=O)CCCSc2ccccc2)cc1	2%	-24%	6%	-7%	18%	1%	1%	16%	1%	4%	-1
COc1ccc(NC(=O)C2C3CCC(C3)C2C(=O)O)cc1OC (stereo unspecified)	5%	-3%	0%	9%	5%	-1%	1%	-3%	3%	-3%	6
OCC(O)CN1CCCC1 (stereo unspecified)	0%	-6%	-1%	0%	.	0%	0%	15%	8%	4%	2
CN(C)C(CNC(=O)c1cccc(C#N)c1)c1ccco1 (stereo unspecified)	-2%	12%	6%	-1%	-4%	0%	-1%	-3%	-2%	-8%	2
Fc1ccc(F)c(NC2=NCCCCC2)c1	2%	-2%	1%	?	1%	-2%	-6%	4%	-5%	8%	3
c1ccc(Cn2nnnc2CN2CCN(c3ncccn3)CC2)cc1	5%	27%	6%	-8%	-4%	3%	2%	?	2%	7%	10
Cc1ccc2c(n1)sc1c(-c3ccccc3)c(C#N)c(N)nc12	-8%	-6%	-12%	7%	-11%	-2%	0%	?	7%	-1%	12
COc1ccc(NC(=O)c2ccccc2NC(=O)C2CCCO2)cc1 (stereo unspecified)	-10%	-2%	-9%	-2%	-5%	10%	26%	?	?	7%	-2
Cc1ccc(-c2cc(C(=O)N/N=C/c3ccc(F)cc3)n[nH]2)o1	?	15%	1%	-9%	13%	-1%	-6%	9%	0%	7%	-10
O=C(COC(=O)c1ccc(O)cc1O)NC1CCCCCC1	-12%	.	.	.	.	.	6%	-2%	1%	4%	-16
Cc1cccc(OCC(=O)NCCNC(=O)c2cccnc2)c1	2%	-13%	4%	1%	-6%	.	1%	1%	3%	10%	10
C=CCC(=O)N1CCC(n2nccc2NC(=O)CCOc2ccccc2)CC1	-10%	11%	?	-2%	.	-7%	1%	?	11%	-1%	0
COc1ccc(NC(=O)CCNC(=O)Cn2ccc3ccccc3c2=O)cc1Cl	2%	-12%	-1%	0%	-10%	-1%	-1%	2%	-1%	6%	16
COCc1[nH]nc2c1C(c1cc(OC)c(O)c(OC)c1)C(C#N)=C(N)O2 (stereo unspecified)	-5%	-6%	-14%	6%	0%	-8%	3%	18µM*	12%	-4%	0
CC1CCCC(NS(=O)(=O)c2ccc3c(c2)OCCO3)C1C (stereo unspecified)	-15%	-3%[10 µM]	?	-14%	10%	-5%	21%	-6%	19%	14%	-1
Cc1cc(-c2ccccc2)n(-c2ccc(C(=O)N3CCN(c4ncccn4)CC3)cc2)n1	0%	?	.	-7%	-24%	0%	0%	6.5µM*	-1%	8%	-6
O=C(Cc1ccsc1)NNC(=O)c1ccccc1Cl	2%	.	.	.	.	.	-1%	-1%	-4%	5%	-1
COc1cc(CC(=O)Nc2cc(S(C)(=O)=O)ccc2Cl)cc(OC)c1OC	-2%	26%	6%	-5%	2%	3%	-2%	?	1%	2%	5
CN(Cc1ccccc1)CC(O)COc1ccc(CNCCCOc2cccnc2)cc1 (stereo unspecified)	4%	6%	-2%	8%	-10%	-1%	-1%	10%	-10%	-4%	9
COC(=O)c1c(NC(=O)CN2C(=O)C(=O)N(CC(C)C)C2=O)sc2c1CCCCC2	-1%	2%	6%	11%	11%	-8%	1%	13%	-11%	30%	0
COc1ccc(CCN(C)C(=O)CSc2nc3ncc(Cl)cc3[nH]2)cc1OC	1%	0%	-8%	-1%	-7%	2%	-3%	-10%	9%	11%	-7
Cc1ccc(OC(C)C)c(CN(CCO)CCO)c1	8%	20%	-3%	-5%	-1%	-4%	0%	-1%	9%	-1%	1
CCc1ccc(OCC(=O)NC(NC(=S)Nc2ccccc2)C(Cl)(Cl)Cl)cc1 (stereo unspecified)	0%	?	13µM*	.	?	5%	-5%	-22%	-6%	-4%	8
O=C(CCc1ccccc1)NNC(=O)c1ccccc1Cl	-9%	3%	-3%	-2%	10%	0%	2%	6%	9%	0%	18
CC(=O)O[C@]1(C(C)=O)CC[C@H]2[C@@H]3C=CC4=CC(=O)C=C[C@]4(C)[C@H]3CC[C@@]21C	0%	26%	-2%	14%	?	.	-3%	0%	3%	-2%	26

Entries of single compounds, looked up by structure:
Cc1cc(-c2ccccc2)n(-c2ccc(C(=O)N3CCN(c4ncccn4)CC3)cc2)n1 is listed with FLuc counter: 0%; RORgamma inh: ?; Gal4-VP16 FLuc: .; MBNL1-CUG inh: -7%; Menin-MLL TR inh: -24%; PKM2 act: 0%; NPC1 prom act: 0%; ELG1 DNA repair: 6.5µM*; Rab9 prom act: -1%; Mito fusion act: 8%; KCNH2 3.1 inh: -6
CCc1ccc(OCC(=O)NC(NC(=S)Nc2ccccc2)C(Cl)(Cl)Cl)cc1 (stereo unspecified) is listed with FLuc counter: 0%; RORgamma inh: ?; Gal4-VP16 FLuc: 13µM*; MBNL1-CUG inh: .; Menin-MLL TR inh: ?; PKM2 act: 5%; NPC1 prom act: -5%; ELG1 DNA repair: -22%; Rab9 prom act: -6%; Mito fusion act: -4%; KCNH2 3.1 inh: 8

Continuation.
SMILES	FLuc counter	RORgamma inh	Gal4-VP16 FLuc	MBNL1-CUG inh	Menin-MLL TR inh	PKM2 act	NPC1 prom act	ELG1 DNA repair	Rab9 prom act	Mito fusion act	KCNH2 3.1 inh
COc1ccc(/C=N/NC(=O)CC(=O)NCc2cccnc2)cc1	-4%	-1%	-12%	1%	.	-8%	-3%	4%	1%	0%	1
O=C(C1CCCN(Cc2ccccc2)C1)N1CCc2ccccc2C1 (stereo unspecified)	0%	21%	3%	-6%	-8%	-1%	-2%	6%	-9%	2%	-12
Cc1cccc(NS(=O)(=O)c2ccc(NS(=O)(=O)c3cccs3)cc2)c1	0%	2%	0%	-2%	51%[activator]	0%	0%	3%	-1%	3%	-4
O=C1c2ccccc2C(=O)N1CN(C(=O)COc1ccccc1)c1ccc(F)cc1	-4%	28%	-1%	?	-15%	5%	-1%	12%	-6%	8%	-5
CC(C)CCSc1ncnc2c1oc1nc3c(cc12)COC(C)(C)C3	0%	-6%	7%	-2%	.	-4%	1%	17%	-2%	1%	-2
COc1cc2ccccc2cc1C(=O)Nc1ccc(N2CCOCC2)cc1	8%	-15%	8%	-2%	?	.	-5%	0%	0%	1%	-15
CCCCOC1CC(c2ccc(OCc3ccc(OC)cc3)c(OC)c2)N(C)O1 (stereo unspecified)	?	20%	6%	1%	?	3%	1%	?	8%	10%	4
Cc1noc(C)c1COC(=O)c1cc(C)n(-c2ccccc2)c1C	15µM*	?	?	-1%	0%	-3%	28%	?	?	10%	2

Molecules above containing a Cl atom, in the order listed:
SMILES	FLuc counter	RORgamma inh	Gal4-VP16 FLuc	MBNL1-CUG inh	Menin-MLL TR inh	PKM2 act	NPC1 prom act	ELG1 DNA repair	Rab9 prom act	Mito fusion act	KCNH2 3.1 inh
COc1ccc(NC(=O)CCNC(=O)Cn2ccc3ccccc3c2=O)cc1Cl	2%	-12%	-1%	0%	-10%	-1%	-1%	2%	-1%	6%	16
O=C(Cc1ccsc1)NNC(=O)c1ccccc1Cl	2%	.	.	.	.	.	-1%	-1%	-4%	5%	-1
COc1cc(CC(=O)Nc2cc(S(C)(=O)=O)ccc2Cl)cc(OC)c1OC	-2%	26%	6%	-5%	2%	3%	-2%	?	1%	2%	5
COc1ccc(CCN(C)C(=O)CSc2nc3ncc(Cl)cc3[nH]2)cc1OC	1%	0%	-8%	-1%	-7%	2%	-3%	-10%	9%	11%	-7
CCc1ccc(OCC(=O)NC(NC(=S)Nc2ccccc2)C(Cl)(Cl)Cl)cc1 (stereo unspecified)	0%	?	13µM*	.	?	5%	-5%	-22%	-6%	-4%	8
O=C(CCc1ccccc1)NNC(=O)c1ccccc1Cl	-9%	3%	-3%	-2%	10%	0%	2%	6%	9%	0%	18

These rows are one share of the data; the hit share may differ from the screen's.
